Source: PubChem BioAssay (Sanford-Burnham Center for Chemical Genomics)
tim10-1 inh: tim10-1 yeast growth inhibition | 330,000 tested, 2.2% active | inhibition, % at 20 µM | S. cerevisiae tim10-1 ts strain growth, BacTiter-Glo, 24 h;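 active = inhibition of at least 40%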;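 also: mutant grown at 25 °C; 0% = DMSO wells with yeast and 100% = wells holding no yeast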
Jurkat NFkB inh: lowers PMA/ionomycin-induced NF-kB signal in Jurkat cells; PMA/ionomycin-induced NF-kB luciferase reporter, luminescence; inhibition, % at 4 µM; 330,000 tested, 0.53% active; AID 435003; in the data active = inhibition above about 50%
UPR XBP1 act: activators of adaptive arm of unfolded protein response (XBP1); CHO-XBP1 luciferase reporter, IRE1-XBP1 UPR activation, luminescence; percent of tunicamycin response, DMSO as zero; activation, % at 20 µM; 330,000 tested, 0.33% active;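 active = versus positive control, 20 µM dose yields 30% or more activation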;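 also: 100% = tunicamycin at 10 µg/mL and 0% = DMSO only wells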
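assay system = CHO-XBP1 luciferase reporter cells | amount = 1000 cells/well | buffer or medium = F12 plus 10% FBS | compound dosing = single point, 20 µM final compound, 1% DMSO | incubation = 16-18 h cell attachment at 37 °C, then 6 h compound exposure | detection = Steady-Glo luminescence read | controls = tunicamycin 10 µg/mL and vehicle-only wells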
UPR CHOP act: apoptotic UPR (CHOP) activation | CHO-CHOP luciferase reporter, luminescence; percent of tunicamycin response over DMSO baseline | activation, % at 10 µM | 330,000 tested, 0.34% active | AID 449763;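 active = at 10 µM dose, activation of 40% or more, normalized to positive control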;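 also: 100% = tunicamycin at 10 µg/mL and 0% = DMSO alone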
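assay system = CHO CHOP reporter cells | amount = 500 CHO-CHOP cells per well | buffer or medium = F12 with 10% FBS | incubation = 16-18 h cell attachment, then 6 h compound exposure, 37 °C | detection = luminescence read with Steady-Glo | read-out = percent activation relative to tunicamycin control | controls = tunicamycin high control, DMSO low control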
Mdm2-MdmX inh: human Mdm2/MdmX binding inhibition | inhibition, % at 8 µM | SaOS-2 split-luciferase Mdm2/MdmX complementation, luminescence | O15151+Q00987 | AID 485346 | 330,000 tested, 3% active;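 active = inhibition of at least 50% at 8 µM in the primary screen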
Target sequence (O15151 whole entry, looked up): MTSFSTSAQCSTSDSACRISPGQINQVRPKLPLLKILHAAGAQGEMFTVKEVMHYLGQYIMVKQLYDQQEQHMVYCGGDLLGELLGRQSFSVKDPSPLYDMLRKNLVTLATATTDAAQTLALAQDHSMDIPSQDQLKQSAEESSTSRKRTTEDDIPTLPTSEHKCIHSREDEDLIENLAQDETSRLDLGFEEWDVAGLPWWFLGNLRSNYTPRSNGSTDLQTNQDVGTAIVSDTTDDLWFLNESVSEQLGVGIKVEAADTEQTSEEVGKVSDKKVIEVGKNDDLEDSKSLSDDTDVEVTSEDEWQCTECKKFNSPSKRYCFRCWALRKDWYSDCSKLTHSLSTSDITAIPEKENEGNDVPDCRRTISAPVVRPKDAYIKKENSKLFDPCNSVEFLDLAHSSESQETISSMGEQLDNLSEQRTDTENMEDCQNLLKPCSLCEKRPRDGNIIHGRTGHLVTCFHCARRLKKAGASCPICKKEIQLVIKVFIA
Target sequence (Q00987 whole entry, looked up): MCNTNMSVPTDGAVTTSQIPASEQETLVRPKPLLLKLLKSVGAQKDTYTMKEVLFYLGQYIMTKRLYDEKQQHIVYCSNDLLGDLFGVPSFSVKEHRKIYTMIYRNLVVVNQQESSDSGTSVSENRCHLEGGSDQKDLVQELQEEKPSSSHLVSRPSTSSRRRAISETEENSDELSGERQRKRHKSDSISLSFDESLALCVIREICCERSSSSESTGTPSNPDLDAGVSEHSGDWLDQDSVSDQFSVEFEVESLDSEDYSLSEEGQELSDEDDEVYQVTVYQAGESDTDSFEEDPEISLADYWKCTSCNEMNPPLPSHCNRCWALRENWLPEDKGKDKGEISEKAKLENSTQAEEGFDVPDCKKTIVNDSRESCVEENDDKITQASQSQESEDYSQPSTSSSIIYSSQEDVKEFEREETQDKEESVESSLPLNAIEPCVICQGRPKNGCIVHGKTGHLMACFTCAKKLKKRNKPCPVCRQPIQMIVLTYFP
TIM10 inh: TIM10 yeast growth inhibition | S. cerevisiae TIM10 strain growth, BacTiter-Glo luminescence, 24 h | inhibition, % at 10 µM | 330,000 tested, 1.4% active | AID 463195;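 active = inhibition of 40% or more at the single tested concentration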;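 also: wild-type TIM10 isogenic control strain grown at permissive 25 °C; 0% = DMSO yeast wells and 100% = minimal medium wells without yeast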
697 NFkB inh: inhibitors of the PMA/ionomycin-induced NF-kB reporter in 697 B cells. AID 435022. inhibition, % at 4 µM. 330,000 tested, 0.33% active. 697 B-cell NF-kB luciferase reporter, 16 h; in the data active = inhibition above about 35%
tim23-1 inh: inhibits growth of tim23-1 mutant yeast. S. cerevisiae tim23-1 growth, BacTiter-Glo luminescence, 24 h. inhibition, % at 20 µM. AID 463212. 330,000 tested, 1.3% active;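 active = growth inhibition of the mutant yeast at or above 50%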;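 also: temperature-sensitive mutant grown at 25 °C; plate controls were DMSO-treated mutant yeast for no effect and medium wells lacking yeast for full effect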
The depositor's hits bear a star.

Values run as follows: tim10-1 inh | Jurkat NFkB inh | UPR XBP1 act | UPR CHOP act | Mdm2-MdmX inh | TIM10 inh | 697 NFkB inh | tim23-1 inh
Cc1noc(C)c1S(=O)(=O)Nc1ccc(O)c2c(=O)cc(-c3ccccc3Cl)oc12
 : 3 | -2 | 0 | -0.5 | -2 | 11 | 6 | 17
COCc1ccc(C(=O)N(C)CC2CCCN(CCc3ccc(Cl)cc3)C2)o1 (centres undefined)
 : -1 | 4 | -3 | -0.2 | 9 | -1 | -4 | 3
CCOc1ccc(OCCC(=O)N(CC(=O)Nc2ccccc2C(F)(F)F)Cc2ccco2)cc1
 : 14 | 4 | 0 | 1.0 | 5 | 8 | -33 | 16
C[C@]12C=CC(=O)C=C1CC[C@@H]1[C@@H]2[C@@H](O)C[C@@]2(C)[C@H]1CC[C@]2(O)C(=O)COC(=O)CCC(=O)O
 : -6 | 11 | -4 | 4.5 | -32 | 1 | -4 | 2
CC(=O)c1c(C)[nH]c(C(=O)OCc2nnc(-c3ccc([N+](=O)[O-])cc3)o2)c1C
 : 4 | -1 | -1 | 0.1 | 53* | 0 | -3 | -7
COc1ccccc1NC(=O)CN(Cc1ccco1)C(=O)c1ccc(-n2nc(C)cc2C)cc1
 : 23 | 10 | -2 | -1.5 | 6 | 13 | 12 | 16
CC(=O)NC[C@H]1CN(c2ccc(N3CCOCC3)c(F)c2)C(=O)O1
 : 13 | 2 | -4 | 2.7 | -5 | 3 | 14 | 25
O=C(O)c1cccc(Nc2ccc3nonc3c2[N+](=O)[O-])c1
 : -9 | 6 | -1 | -1.1 | 14 | -6 | 6 | -7
CCC(CC)NC(=O)/C=C/c1cccc([N+](=O)[O-])c1
 : 1 | 4 | 4 | 1.8 | 19 | -11 | -9 | 17
COc1cccc2c1OC1(C)CC2NC(=O)N1c1cccc(C(=O)N2CCN(c3ccccc3)CC2)c1 (centres undefined)
 : 2 | -10 | 6 | 0.2 | 11 | 1 | -22 | 18
Cc1cc(C)c(C)c(S(=O)(=O)NC(C(=O)O)C(C)C)c1C (centres undefined)
 : -4 | -2 | 6 | -1.1 | -2 | 9 | 0 | 3
CC1CCN(S(=O)(=O)c2ccc(Br)s2)CC1
 : 3 | 15 | -1 | -0.4 | 13 | 9 | -15 | 41
Cc1c(C#N)sc2nc(-c3ccccc3)nc(N3CCCC3)c12
 : 6 | -1 | 6 | -1.4 | 9 | 2 | -5 | -6
Cc1nnc(SCCC(=O)Nc2ccc(F)cc2)s1
 : 8 | 6 | -1 | 1.4 | -25 | 0 | 9 | 5
CC(OC(=O)c1ccncc1)C(=O)Nc1ccc([N+](=O)[O-])cc1Cl (centres undefined)
 : -4 | 4 | 3 | -0.1 | 2 | 5 | -5 | 11
Cc1ccc(CN(C(=O)c2csnn2)C(C(=O)NC2CCCC2)c2ccc(C)o2)cc1 (centres undefined)
 : 16 | 6 | 1 | 0.5 | 5 | 25 | 7 | 18
CCS(=O)(=O)N1Cc2ccccc2CC1C(=O)NCc1cccc(OC)c1 (centres undefined)
 : 10 | -2 | -5 | -1.1 | 1 | 4 | 7 | 10
CCOC(=O)N1CCC(Nc2c(N3CCN(c4cccc(C(F)(F)F)c4)CC3)c(=O)c2=O)CC1
 : 0 | 4 | -2 | 1.2 | -2 | -2 | 9 | 27
COc1ccc(/C=C2\SC(=S)N(CCCC(=O)Nc3ccccc3C(=O)O)C2=O)cc1OC
 : 13 | 23 | -4 | 0.2 | 11 | 10 | 8 | 13
Cc1sc2ncnc(N3CCC(C(=O)Nc4ccc(Cl)cc4Cl)CC3)c2c1C
 : 28 | 1 | -2 | -1.1 | 23 | 15 | 2 | 19
COc1ccc(Cc2c(O)nc(SCC(C)C)[nH]c2=O)cc1
 : 1 | -8 | -2 | 0.0 | 17 | -4 | 11 | 11
CCOc1ccc(NC(=O)C2CCN(C(=O)C3CC(=O)N(c4ccc(C)cc4)C3)CC2)cc1 (centres undefined)
 : 27 | 1 | -7 | 0.5 | -8 | 1 | 9 | 20
COc1ccc(OC)c(-c2cc(C(=O)N/N=C/c3ccc(F)cc3)c3ccccc3n2)c1
 : 17 | -10 | -1 | -0.6 | -3 | -8 | 22 | 20
O=[N+]([O-])c1cccnc1Oc1ccc(C2SCCS2)cc1
 : -32 | -32 | 3 | 4.2 | -98 | -10 | -52 | 7
COc1ccccc1OCC(=O)NCC(c1cccs1)N1CCOCC1 (centres undefined)
 : 14 | 8 | -3 | 3.6 | 23 | 5 | -2 | 21
Cc1cc(-c2nnc(CCC(=O)NC(C)c3ccccc3Cl)o2)no1 (centres undefined)
 : 7 | -12 | -3 | 0.5 | -12 | 13 | 10 | 11
CC(=O)Nc1ccc(N(C(=O)CNC(=O)c2cccs2)C(C(=O)NC(C)(C)C)c2ccccc2)cc1 (centres undefined)
 : 1 | 8 | 1 | -0.2 | -16 | -1 | 4 | -9
CNC(=O)COC(=O)c1cc2c(C)nn(-c3ccc(F)cc3)c2s1
 : 8 | 5 | 2 | 1.1 | 0 | 1 | 32 | 2
COc1ccc(/C=C/C(=O)c2cc(F)ccc2OC(=O)c2ccc(OC)c(OC)c2)cc1OC
 : 50* | 17 | 1 | 1.3 | 23 | 54* | 14 | 52*
O=C(NCCCN1CCCCC1)C1CC(=O)N(CCc2ccccc2)C1 (centres undefined)
 : 18 | 6 | -5 | 0.3 | 1 | -9 | -8 | 6

Entries above that bear a hit mark in Mdm2-MdmX inh:
SMILES	Jurkat NFkB inh	UPR XBP1 act	Mdm2-MdmX inh	697 NFkB inh
CC(=O)c1c(C)[nH]c(C(=O)OCc2nnc(-c3ccc([N+](=O)[O-])cc3)o2)c1C	-1	-1	53*	-3

Returning to the listing with the 2 entries that preceded the break.
Values run as follows: tim10-1 inh | Jurkat NFkB inh | UPR XBP1 act | UPR CHOP act | Mdm2-MdmX inh | TIM10 inh | 697 NFkB inh | tim23-1 inh
COc1ccc(/C=C/C(=O)c2cc(F)ccc2OC(=O)c2ccc(OC)c(OC)c2)cc1OC
 : 50* | 17 | 1 | 1.3 | 23 | 54* | 14 | 52*
O=C(NCCCN1CCCCC1)C1CC(=O)N(CCc2ccccc2)C1 (centres undefined)
 : 18 | 6 | -5 | 0.3 | 1 | -9 | -8 | 6
COc1ccc(N(CC(=O)NCCSc2ccccc2)S(=O)(=O)c2ccccc2)cc1
 : 17 | -5 | -6 | -0.2 | 40 | -10 | -13 | 17
CSc1ncc(CN2CCN(C(C)C)C(CCO)C2)cn1 (centres undefined)
 : -9 | 5 | 0 | 1.1 | -12 | -22 | 5 | 3
COC(=O)CSc1ccc(-c2nc3ccc(C)cc3[nH]2)cn1
 : -32 | -12 | -1 | 3.2 | 27 | 0 | -10 | -40
O=C(C1=C[C@H](c2ccc(C(F)(F)F)cc2)C[C@H](OCc2ccc(CO)cc2)O1)N1CCOCC1
 : -2 | -5 | -2 | -2.9 | 24 | 11 | -12 | 4
COc1ccccc1NC(=S)N1CC(C)(C)C1=O
 : 10 | -19 | -1 | 0.6 | 16 | -10 | -7 | 6
CCOC(=O)Cc1csc(NC(=O)CSc2nnnn2-c2ccc(C)c(C)c2)n1
 : 38 | -3 | -2 | -2.1 | -4 | 34 | -54 | 28
COc1ccc(N(CC(=O)NC2CCCCCC2)S(=O)(=O)c2ccc(C)cc2)cc1OC
 : 3 | 9 | -4 | 0.0 | 11 | 8 | 7 | 11
S=C(NCc1ccc2c(c1)OCO2)NC1CCN(Cc2ccccc2)CC1
 : -12 | 2 | 2 | 1.1 | 15 | -19 | -9 | -4
CC1CCCCN1C(=O)COc1ccc(NC(=O)c2ccco2)cc1 (centres undefined)
 : 19 | -9 | -1 | -0.2 | 4 | -10 | -31 | 8
CC(C)OCCCN1CC(=O)N2C(c3ccccc3)c3[nH]c4ccccc4c3C[C@H]2C1=O (some centres undefined)
 : 33 | -19 | -6 | -0.2 | -18 | 24 | -4 | 29
CC(C)(C)C(=O)Nc1ccnn1C1CCN(C(=O)c2cccc(Cl)c2)CC1
 : 13 | 5 | -4 | -1.0 | -21 | 12 | -6 | 21
CC(=O)N1CCN(CC(O)COc2ccc(OCc3ccccc3)cc2)CC1 (centres undefined)
 : 5 | 3 | -1 | -0.8 | 13 | -1 | -17 | -2
CN(C)/N=C/c1c(O)ccc2ccccc12
 : 6 | -4 | 1 | 0.8 | 13 | -7 | -17 | -1
COC(=O)C1=NNC2C(=O)N(C3CCCCC3)C(=O)C12 (centres undefined)
 : 9 | -16 | 1 | -2.1 | 23 | -20 | 14 | 23
O=C(CSc1nnc(COc2ccc3c(c2)CCCC3)o1)Nc1ccc(F)cc1
 : 10 | -10 | -2 | 0.1 | -15 | -11 | -14 | -4
COC(=O)c1ccc(S(=O)(=O)NNC(=O)COc2ccc(C)cc2)cc1
 : 4 | -10 | 0 | 0.5 | 4 | 3 | 21 | 6
N#Cc1cccc(NC(=O)COC(=O)C2CCC2)c1
 : 12 | 20 | -4 | 1.9 | -5 | 0 | 4 | 3
Brc1c(CSc2nnc(-c3ccco3)o2)nc2ccccn12
 : 10 | 1 | 9 | 0.5 | 12 | -3 | 0 | 13
CN(CCCCCCCCC(=O)/C=N/O)Cc1ccccc1
 : -5 | -37 | 1 | -1.4 | 4 | 8 | -14 | 9
COCCNC(=O)Cc1c(C)c2c(cc(C)c3c(C)coc32)oc1=O
 : 2 | -14 | 1 | -2.5 | -2 | -13 | -7 | 0
O=C(CSc1nccc(=O)[nH]1)N1CCOCC1
 : -8 | -7 | -8 | 0.4 | 21 | -6 | 10 | -1
COc1cccc(C2CC(c3cccc(OC)c3)n3nc(N)nc3N2)c1 (centres undefined)
 : -3 | -3 | 0 | -1.5 | 18 | -1 | -3 | -9
CCC(C)(C)n1nnnc1C(c1cc2cc(C)cc(C)c2[nH]c1=O)N1CCN(C(=O)c2ccco2)CC1 (centres undefined)
 : 9 | 7 | -3 | 0.7 | -34 | 18 | -18 | 18
CN(C)c1ccc(N2C(=O)CC(Nc3ccc(N4CCOCC4)cc3)C2=O)cc1 (centres undefined)
 : -1 | 8 | 0 | 0.6 | 18 | 9 | 21 | 8
Cc1sc2nc(C)n(/N=C/c3ccccc3O)c(=O)c2c1C
 : 7 | -23 | 2 | -0.7 | -22 | 12 | -10 | 24
CC(C)N1C(=S)SC(C)(C)C1NO (centres undefined)
 : -4 | -2 | 0 | -3.4 | 14 | -15 | -1 | 1
CC(C)CCN1C(=O)CC(NNC(=O)c2ccc(S(=O)(=O)N3CCCC3)cc2)C1=O (centres undefined)
 : -1 | 10 | -2 | -0.6 | 21 | 6 | 6 | 13
CO/N=C/C(C#N)=C/c1ccc(OC)c(OC)c1
 : 3 | 0 | 1 | 0.6 | -15 | 1 | -1 | 18
COc1ccc(-c2[nH]ncc2CN2CCN(C3CCCCC3)C(=O)C2)cc1F
 : 3 | 1 | -1 | 0.4 | -10 | -4 | 9 | 6
CCCN1CCN(CCCNC(=O)c2cc3c(s2)-c2ccccc2OC3)CC1
 : -20 | -17 | -5 | 0.4 | 40 | 0 | -16 | -7
COc1cc(O)c(C(CCN2CCCCC2)c2ccc(N(C)C)cc2)c(OC)c1 (centres undefined)
 : 3 | 11 | 1 | 2.0 | 36 | -4 | 6 | 9
CC(=O)Nc1ccc(S(=O)(=O)NCCNC(=O)c2ccccc2F)cc1
 : 4 | 17 | 0 | 1.4 | -3 | -1 | 5 | 3
CC(=O)c1c(C)[nH]c(C(=O)COC(=O)CCSc2ccccc2)c1C
 : 30 | 17 | -1 | -0.6 | -17 | 31 | 11 | 16
